Screening results: PubChem BioAssay, several laboratories
BCLXL inh: blocks human Bcl-xL binding to Bim BH3 peptide; GST-Bcl-xL / FITC-Bim BH3 peptide fluorescence polarization; inhibition, % at 10.9 µM; 0.7% of 320,000 active; AID 2129;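 active means inhibition above the mean of all tested compounds plus 3 SD, cutoff set per campaign, cut at about 30% in these data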;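 further: 0% = DMSO wells and 100% = unlabeled Bim-BH3 peptide competitor; inhibitors lower millipolarization by displacing the labeled peptide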
GSTO1 counter: GSTO1 inhibition, counter-screen for RBBP9 inhibitors; 1.1% of 300,000 active; inhibition, % at 5.96 µM; recombinant GSTO1, activity-based probe fluorescence polarization; P78417;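 active means inhibition above the campaign mean inhibition plus 3 SD, cut at about 35% in these data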;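 further: 0% = GSTO1-1 with DMSO and 100% = wells lacking GSTO1-1 enzyme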
Target sequence (P78417 whole entry, looked up): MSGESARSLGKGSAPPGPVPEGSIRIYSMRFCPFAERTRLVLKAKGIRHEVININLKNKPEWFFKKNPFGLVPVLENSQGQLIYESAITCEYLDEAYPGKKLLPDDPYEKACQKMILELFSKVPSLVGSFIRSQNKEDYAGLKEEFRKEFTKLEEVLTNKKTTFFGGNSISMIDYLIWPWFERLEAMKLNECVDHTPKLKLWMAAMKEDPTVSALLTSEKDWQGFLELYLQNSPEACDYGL
PME-1 inh: blocks human protein phosphatase methylesterase 1. Q9Y570. recombinant PME-1, FP-Rh probe fluorescence polarization. inhibition, % at 5.9 µM. 0.53% of 320,000 active. AID 2130;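 active means inhibition above the campaign mean of all compounds plus 3 SD, cut at about 26% in these data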;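 further: competitive labeling of PME-1 active site by serine hydrolase directed probe; 0% = PME-1 with DMSO and 100% = wells lacking PME-1 enzyme; inhibitors block probe labeling so polarization falls and inhibition rises; many of its hits are not listed in these tables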
Target sequence (Q9Y570 whole entry, looked up): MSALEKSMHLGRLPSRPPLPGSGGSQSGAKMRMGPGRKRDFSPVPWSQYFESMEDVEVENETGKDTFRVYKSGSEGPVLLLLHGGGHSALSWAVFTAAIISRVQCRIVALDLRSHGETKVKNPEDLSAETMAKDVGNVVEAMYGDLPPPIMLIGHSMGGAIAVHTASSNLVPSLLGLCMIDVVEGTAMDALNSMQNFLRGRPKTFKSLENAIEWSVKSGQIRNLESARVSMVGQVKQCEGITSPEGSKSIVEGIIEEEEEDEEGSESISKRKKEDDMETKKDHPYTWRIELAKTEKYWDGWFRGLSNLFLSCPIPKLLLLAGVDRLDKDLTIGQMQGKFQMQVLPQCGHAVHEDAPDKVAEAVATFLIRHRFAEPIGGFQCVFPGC
TPT1 inh: C. albicans TPT1 enzyme inhibition. AID 1962. recombinant caTPT1, FP RNA substrate dephosphorylation. 0.81% of 300,000 active. inhibition, % at 5 µM;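 active means inhibition above the mean of all tested compounds plus 3 SD, set per screening campaign, cut at about 24% in these data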;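 further: plate controls were DMSO alone for no effect and ferristatin control at 100 nM for full effect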
PAD4 inh: PAD4 (human) enzyme inhibition. Q9UM07. recombinant PAD4, RCA probe fluorescence polarization. inhibition, % at 6.36 µM. 0.41% of 330,000 active;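 active means percent inhibition above a cutoff equal to the mean of all tested compounds plus 3 SD, cut at about 15% in these data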;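 further: 0% = PAD4 with RCA probe and DMSO and 100% = probe without PAD4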
MCL1-BIM inh: disrupts human MCL1 binding to BIM-BH3 peptide; Q07820; GST-MCL1 / FITC-Bim-BH3 fluorescence polarization; inhibition, % at 10.9 µM; 0.68% of 320,000 active; AID 2057;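 active means inhibition above the mean inhibition of all tested compounds plus 3 SD, set per campaign, cut at about 40% in these data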;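 further: 0% = DMSO wells and 100% = unlabeled Bim-BH3 peptide control; higher means more loss of mP so more displacement of Bim peptide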
Target sequence (Q07820 whole entry, looked up): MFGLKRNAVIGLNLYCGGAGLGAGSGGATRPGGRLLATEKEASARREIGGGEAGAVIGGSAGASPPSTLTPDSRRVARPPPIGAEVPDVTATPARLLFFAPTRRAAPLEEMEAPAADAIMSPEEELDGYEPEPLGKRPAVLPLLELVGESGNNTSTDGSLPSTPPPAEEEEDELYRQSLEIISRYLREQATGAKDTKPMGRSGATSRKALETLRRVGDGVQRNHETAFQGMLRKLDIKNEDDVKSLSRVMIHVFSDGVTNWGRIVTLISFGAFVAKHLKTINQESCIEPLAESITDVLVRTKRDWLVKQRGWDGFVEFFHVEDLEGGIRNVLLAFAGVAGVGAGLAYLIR
Fam108B inh: counter-screen for RBBP9 inhibitors: inhibitors of mouse Fam108B; recombinant Fam108B, FP-Rh probe fluorescence polarization; inhibition, % at 9.51 µM; 0.33% of 300,000 active; AID 1947;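 active means inhibition above the screen mean inhibition plus 3 SD, computed separately per campaign, cut at about 18% in these data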;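 further: inhibitors lower polarization as less probe binds the enzyme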
GLD-1 TGE inh: GLD-1-TGE RNA interaction inhibition (C. elegans); purified GLD-1 + fluorescein TGE RNA, fluorescence polarization; inhibition, % at 5.96 µM; Q17339; 0.44% of 320,000 active;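 active means percent inhibition above a per-plate cutoff, the plate mean of test compounds plus 3 SD, cut at about 30% in these data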;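 further: 0% = DMSO wells with GLD-1 and probe and 100% = wells lacking GLD-1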
MEX-5 binding: C. elegans MEX-5 TCR-2 RNA binding activity; Q9XUB2; MEX-5/FITC-TCR2 RNA binding, fluorescence polarization; hits give low values; activity score (negative = inhibition of binding), % at 10 µM; 0.38% of 300,000 active; AID 1832;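 active means inhibition past about -25% in most replicates, and total fluorescence under double the plate's negative control median, limit read from the data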;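 further: 0% = DMSO and -100% = 5 µM competing unlabeled TCR2 RNA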
* hit, by the source's call.

For CCOc1cc2c(cc1C(C)(C)C)NC(=O)CS2 the results were BCLXL inh 4.9, GSTO1 counter 0.8, PME-1 inh 6.1, TPT1 inh -7.4, PAD4 inh 3.5, MCL1-BIM inh -0.5, Fam108B inh 3.8, GLD-1 TGE inh -6.0 and MEX-5 binding -3.2.
`c1ccc(CSc2nnc(-c3ccco3)o2)cc1` gave BCLXL inh 3.9, GSTO1 counter 0.2, PME-1 inh -5.3, TPT1 inh 1.1, PAD4 inh 0.7, MCL1-BIM inh 6.3, Fam108B inh -3.7, GLD-1 TGE inh -0.8 and MEX-5 binding -1.6.
For CCS(=O)(=O)N1CCC(C(=O)NCCCN2CCC(Cc3ccccc3)CC2)CC1 the results were BCLXL inh 2.6, GSTO1 counter 4.9, PME-1 inh -0.5, TPT1 inh -1.1, PAD4 inh -3.2, MCL1-BIM inh 3.0, Fam108B inh 4.1, GLD-1 TGE inh 3.7 and MEX-5 binding 1.7.
For CN(C)S(=O)(=O)c1cccc(C(=O)NCCOC(=O)c2cc(F)c(F)cc2Cl)c1 the results were BCLXL inh 5.8, GSTO1 counter 2.3, PME-1 inh 5.5, TPT1 inh -2.5, PAD4 inh 1.7, MCL1-BIM inh 2.7, Fam108B inh 1.6, GLD-1 TGE inh -3.8 and MEX-5 binding 1.6.
Fc1ccc(-c2n[nH]c(=S)n2Cc2ccccc2)cc1 was read as BCLXL inh -14.0, GSTO1 counter 4.5, PME-1 inh -1.4, TPT1 inh -0.9, PAD4 inh 2.8, MCL1-BIM inh -20.3, Fam108B inh 0.2, GLD-1 TGE inh 3.5 and MEX-5 binding 2.4.
For Cc1ccc(C)c(NC(=S)NC2CC3CCCC(C2)N3CC(C)C)c1 (configuration not stated) the results were BCLXL inh 3.3, GSTO1 counter 3.9, PME-1 inh -6.0, TPT1 inh -5.2, PAD4 inh -0.5, MCL1-BIM inh 10.4, Fam108B inh 2.6, GLD-1 TGE inh 6.3 and MEX-5 binding 0.6.
For CC(C)CCNC(=O)CCCn1c(=O)[nH]c2ccc(Br)cc2c1=O the results were BCLXL inh -4.1, GSTO1 counter -1.0, PME-1 inh -3.8, TPT1 inh -4.2, PAD4 inh -11.3, MCL1-BIM inh -11.9, Fam108B inh -2.2, GLD-1 TGE inh 4.8 and MEX-5 binding -0.6.
`Fc1ccc(Oc2nc(-c3ccccn3)nc3ccccc23)cc1` gave BCLXL inh -2.2, GSTO1 counter -6.8, PME-1 inh -2.5, TPT1 inh -2.2, PAD4 inh 5.1, MCL1-BIM inh 3.2, Fam108B inh 1.0, GLD-1 TGE inh 2.8 and MEX-5 binding -6.7.
`CC(C)n1c(-c2ccc(N(C)C)cc2)nc2ccccc21` gave BCLXL inh 4.6, GSTO1 counter -5.2, PME-1 inh 1.5, TPT1 inh 4.0, PAD4 inh 1.9, MCL1-BIM inh -6.3, Fam108B inh 3.3 and GLD-1 TGE inh 5.2.
Screening COc1ccc(C2C3=C(CCCC3=O)N(CC(=O)O)C3=C2C(=O)CCC3)cc1 returned BCLXL inh 7.5, GSTO1 counter 4.9, PME-1 inh -0.5, TPT1 inh 3.4, PAD4 inh -8.5, MCL1-BIM inh 8.9, Fam108B inh 5.4, GLD-1 TGE inh 10.2 and MEX-5 binding -3.1.
COc1ccc(N2C(=O)CC(NNc3ncc(Cl)cc3Cl)C2=O)cc1 (configuration not stated) was read as BCLXL inh 0.8, GSTO1 counter 11.7, PME-1 inh 2.0, TPT1 inh 4.3, PAD4 inh -3.1, MCL1-BIM inh 3.1, Fam108B inh -0.6, GLD-1 TGE inh 3.7 and MEX-5 binding 14.9.
For Oc1ccc(C=NCCc2ccccc2)cc1 the results were BCLXL inh 4.0, GSTO1 counter 1.8, PME-1 inh 1.0, TPT1 inh 0.1, PAD4 inh 2.8, MCL1-BIM inh 5.1, Fam108B inh 3.6, GLD-1 TGE inh -8.2 and MEX-5 binding 0.7.
Screening COC(=O)c1ccccc1NC(=O)Cn1cc(Br)cn1 returned BCLXL inh 0.6, GSTO1 counter 12.6, PME-1 inh -2.7, TPT1 inh 2.7, PAD4 inh 3.4, MCL1-BIM inh -5.6, Fam108B inh 1.2, GLD-1 TGE inh -1.8 and MEX-5 binding 0.8.
O=C(CSc1ccccn1)Nc1ccc(N2CCOCC2)cc1 was read as BCLXL inh 8.4, GSTO1 counter -4.2, PME-1 inh 1.6, TPT1 inh 0.1, PAD4 inh 1.2, MCL1-BIM inh 6.9, Fam108B inh -1.2, GLD-1 TGE inh 2.3 and MEX-5 binding -0.7.
Screening CN(/N=C/c1ccccc1O)C(=S)c1ccccc1 returned BCLXL inh 2.1, GSTO1 counter 9.7, PME-1 inh -2.4, TPT1 inh 0.0, PAD4 inh 0.0, MCL1-BIM inh 11.7, Fam108B inh -2.5, GLD-1 TGE inh 3.9 and MEX-5 binding -3.5.
For CC1CCc2nc3ccc(S(=O)(=O)N4CCC(C(=O)NC(C)c5ccccc5)CC4)cc3c(C(=O)O)c2C1 (configuration not stated) the results were BCLXL inh 20.3, GSTO1 counter -4.7, PME-1 inh 3.8, TPT1 inh 2.8, PAD4 inh -3.0, MCL1-BIM inh 19.5, Fam108B inh 0.3, GLD-1 TGE inh 2.7 and MEX-5 binding 1.1.
`CN(C)C(=S)SCC(=O)Nc1cccc(C(F)(F)F)c1` gave BCLXL inh 8.2, GSTO1 counter -2.2, PME-1 inh 3.4, TPT1 inh 0.1, PAD4 inh -5.6, MCL1-BIM inh 3.8, Fam108B inh -4.4, GLD-1 TGE inh 7.4 and MEX-5 binding 0.8.
`Cc1c(Cl)c(C(F)(F)F)nn1CC(=O)NCc1ccccc1` gave BCLXL inh 5.7, GSTO1 counter -2.8, PME-1 inh -1.5, TPT1 inh 0.2, PAD4 inh 6.0, MCL1-BIM inh 3.1, Fam108B inh -1.4, GLD-1 TGE inh 3.1 and MEX-5 binding 0.2.
Screening O=C(Cn1c(=O)oc2ccccc21)N1CCCC1 returned BCLXL inh -1.4, GSTO1 counter 5.0, PME-1 inh -0.3, TPT1 inh -0.4, PAD4 inh -0.6, MCL1-BIM inh 0.1, Fam108B inh -0.2, GLD-1 TGE inh -7.1 and MEX-5 binding -1.1.
`Cc1cccnc1N(C(=O)Nc1cccc(Cl)c1)C1=NCC(C)(C)S1` gave BCLXL inh 1.9, GSTO1 counter -4.6, PME-1 inh 6.6, TPT1 inh 2.3, PAD4 inh -0.1, MCL1-BIM inh 5.7, Fam108B inh 2.2, GLD-1 TGE inh 2.4 and MEX-5 binding -1.4.
`CCC12CC3CC(C1)CC(C(=O)NNC(N)=O)(C3)C2` gave BCLXL inh 3.6, GSTO1 counter 11.7, PME-1 inh 2.8, TPT1 inh -1.6, PAD4 inh 0.5, MCL1-BIM inh -0.4, Fam108B inh 1.6, GLD-1 TGE inh 0.9 and MEX-5 binding 2.8.
COc1ccc(C2C(C#N)=C(N)N(c3ncn[nH]3)C3=C2C(=O)CCC3)cc1 (configuration not stated) was read as BCLXL inh 5.4, GSTO1 counter -1.8, PME-1 inh -7.7, TPT1 inh 0.9, PAD4 inh -4.2, MCL1-BIM inh 10.9, Fam108B inh 5.4, GLD-1 TGE inh 2.3 and MEX-5 binding -3.0.
Screening CCN(CC)CCn1c2ccccc2c2nc(C)sc21 returned BCLXL inh 3.8, GSTO1 counter 1.4, PME-1 inh 1.3, TPT1 inh -2.2, PAD4 inh 0.2, MCL1-BIM inh -1.9, Fam108B inh -4.2, GLD-1 TGE inh 6.2 and MEX-5 binding -2.2.
`Cc1cc(=O)[nH]c(SCC(=O)Nc2cccc(C(F)(F)F)c2)n1` gave BCLXL inh -0.2, GSTO1 counter -2.5, PME-1 inh -3.6, TPT1 inh 0.2, PAD4 inh 1.1, MCL1-BIM inh 4.3, Fam108B inh 0.8, GLD-1 TGE inh 5.1 and MEX-5 binding 0.0.
Cc1ccccc1NC(=O)COC(=O)c1ccc(S(=O)(=O)N2CCCC2)cc1 was read as BCLXL inh 1.9, PME-1 inh -0.1, PAD4 inh -3.5, MCL1-BIM inh 0.1 and GLD-1 TGE inh -2.7.
For O=C(N/N=C/c1cn[nH]c1-c1ccc(Cl)cc1)c1ccc([N+](=O)[O-])cc1 the results were BCLXL inh 1.2, GSTO1 counter -6.2, PME-1 inh 19.8, TPT1 inh 0.3, PAD4 inh -5.5, MCL1-BIM inh 0.6, Fam108B inh 5.8, GLD-1 TGE inh 0.0 and MEX-5 binding 0.5.
O=C(CSc1nnc(CNC(=O)c2cccc(C(F)(F)F)c2)o1)NCC1CCCO1 (configuration not stated) was read as BCLXL inh 3.4, GSTO1 counter 4.1, PME-1 inh 1.8, TPT1 inh 1.0, PAD4 inh 3.7, MCL1-BIM inh 4.7, Fam108B inh 2.2, GLD-1 TGE inh 5.0 and MEX-5 binding 1.4.
For COc1ccccc1NC(=O)c1ccc(C)c(S(=O)(=O)N2CCCCC2)c1 the results were BCLXL inh 3.8, GSTO1 counter -3.6, PME-1 inh 8.2, TPT1 inh -1.3, PAD4 inh 0.1, MCL1-BIM inh 2.6, Fam108B inh 1.6, GLD-1 TGE inh -2.1 and MEX-5 binding 2.4.
`FC(F)(F)c1cccnc1Oc1ccc(C2=NCCS2)cc1` gave BCLXL inh 3.2, GSTO1 counter -1.3, PME-1 inh -1.1, TPT1 inh -2.3, PAD4 inh -0.8, MCL1-BIM inh -1.6, Fam108B inh -1.8 and GLD-1 TGE inh -0.5.
Screening Cc1nn(-c2ccccc2)c2nc3c(cc12)C(=O)CCC3 returned BCLXL inh 2.1, GSTO1 counter -4.8, PME-1 inh -0.2, TPT1 inh -0.6, PAD4 inh 1.0, MCL1-BIM inh 2.0, Fam108B inh -1.7, GLD-1 TGE inh 6.3 and MEX-5 binding -5.5.
Screening CC(C)N(C(=S)Nc1cccc(S(=O)(=O)N(C)C)c1)c1ccccc1 returned BCLXL inh 4.8, GSTO1 counter 3.6, PME-1 inh 3.3, TPT1 inh -4.1, PAD4 inh 8.2, MCL1-BIM inh 5.7, Fam108B inh 1.7, GLD-1 TGE inh 0.0 and MEX-5 binding -0.4.
Cc1cc(C)nc(/N=C(\N)Nc2cccc(OCc3ccccc3)c2)n1 was read as BCLXL inh 6.0, GSTO1 counter 1.0, PME-1 inh -0.2, TPT1 inh -1.6, PAD4 inh 1.7, MCL1-BIM inh 8.4, Fam108B inh -0.8, GLD-1 TGE inh -4.3 and MEX-5 binding 1.0.
For Cc1ccc(C(=O)NCC(c2ccco2)N2CCc3ccccc3C2)cc1 (configuration not stated) the results were BCLXL inh 4.7, GSTO1 counter 13.6, PME-1 inh 6.0, TPT1 inh -1.2, PAD4 inh 2.5, MCL1-BIM inh 0.9, Fam108B inh -2.5, GLD-1 TGE inh -4.1 and MEX-5 binding -2.7.
Cc1cc(C)n(Cc2ccc(C(=O)N/N=C/c3ccc(-c4ccc([N+](=O)[O-])cc4)o3)o2)n1 was read as BCLXL inh 50.3*, GSTO1 counter 35.9*, PME-1 inh 0.9, TPT1 inh 76.0*, PAD4 inh -6.6, MCL1-BIM inh 43.0*, Fam108B inh 5.8, GLD-1 TGE inh -4.4 and MEX-5 binding -3.4.

These rows are one share of the data; count on the stated rates, not on these rows.
